GRP78 ERSR act: ER stress response induction in glioma; U87-MG GRP78 promoter luciferase reporter, 16 h; Potency, µM, for inactives: at the highest dose activation, usual class: activators; actives 0.02% (n = 420,000); note: potency is the fitted concentration of half-maximal effect; series mostly up to about 76 µM; % of control where 0% means no effect; nearly all actives have a fitted effect of over 35% in size
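Stably transfected U87-MG glioma cells carrying a GRP78-based luciferase sensor; 16 h compound incubation. Luminescence end-point read 10 min after Bright-Glo addition at room temperature.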
Vif-A3G inh: inhibitors of Vif-APOBEC3G interaction | Q9HC16 | HeLa A3G-eYFP + Vif (tagged APOBEC3G with the HIV-1 protein that degrades it), YFP fluorescence, overnight | Potency, µM (titrated, usually from 46.1 µM), for the others: at the highest dose activity, negative = active, usual class: inhibitors | actives 0.076% (n = 410,000) | AID 602310;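 note: potency is the fitted concentration of half-maximal effect; % is set by controls: 0 for no effect and ±100 for the full control effect; nearly all actives have a fitted effect of over 60% in size; hits raise eYFP signal because A3G escapes Vif-driven loss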
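HeLa cells stably expressing Vif and C-terminally eYFP-tagged A3G, seeded overnight at 37 deg C, then exposed to compound by pintool overnight at 37 deg C. Rise in yellow fluorescence (Ex 488/Em 500-530, Acumen) marks blocked Vif-driven A3G degradation.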
RXFP1 ag: agonists of human relaxin receptor RXFP1 | Q9HBX9 | HEK293T-RXFP1 cAMP TR-FRET, 30 min; response scale: percent of porcine relaxin response, buffer zero | Potency, µM (top dose mostly 57.5 µM), for inactives: at the top dose activation, most hits filed as activators | actives 0.3% (n = 370,000); note: potency is the fitted concentration of half-maximal effect; % is set by controls: 0 for no effect and ±100 for the full control effect; nearly all actives have a fitted effect of over 60% in size; many of its hits are not listed in these tables
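Agonist response is measured as cAMP accumulation in an RXFP1-transfected HEK293T line under PDE4 inhibition. Values are scaled between buffer-only and 29 nM porcine relaxin, and EC50s come from standard Hill equation fits.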
USP1-UAF1 inh: inhibitors of human USP1/UAF1 deubiquitinase; recombinant USP1/UAF1, Ub-Rhodamine cleavage fluorescence; Potency, µM (doses to about 57.1 µM), inactives show top-dose activity change, negative = inhibition, actives largely listed as inhibitors; AID 743255; actives 0.23% (n = 390,000); note: potency is the fitted concentration of half-maximal effect; % is set by controls: 0 for no effect and ±100 for the full control effect; nearly all actives have a fitted effect of over 60% in size; inactives centre near -12
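In this screen, compounds sit with the deubiquitinase complex (1nM) for 15 min at room temperature before Ub-Rho is added at 150nM final. Fluorescence rise is then followed for 6 reads every 60 seconds.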
Vif-A3F inh: inhibitors of Vif-A3F interaction. HeLa A3F-eYFP + Vif (tagged APOBEC3F with the HIV-1 protein that degrades it), YFP fluorescence increase. Potency, µM (series often up to 46.1 µM), for the others: top-dose activity, negative = active. actives 0.2% (n = 390,000); note: potency is the fitted concentration of half-maximal effect; % of control where 0% means no effect; nearly all actives have a fitted effect of over 65% in size
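HeLa cells stably expressing A3F-eYFP plus Vif, plated and incubated overnight at 37 deg C, then exposed to compounds overnight at 37 deg C. Blocked degradation read as raised yellow fluorescence (Ex 488/Em 500-530).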
LDHA block: LDHA (human) enzyme inhibition. activity change, % (values are at about 110 or 230 µM). P00338. actives 0.15% (n = 480,000). AID 1347041. purified LDHA, NADH/diaphorase-resazurin fluorescence; hits give low values; in the data active = activity change below about -30%; inconclusive = mostly about -25% to -30%;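 note: plate controls were DMSO wells for no effect and wells without enzyme for full effect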
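Human LDH5 at 2 nM final in Tris HCl pH 7.4 with 0.06 mM NADH and 0.2 mM pyruvate, reacted 5 minutes at room temperature. Remaining NADH coupled via diaphorase/resazurin; resorufin fluorescence read at 0 and 20 minutes, normalized to enzyme-free and DMSO wells.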
mIDH1 inhibitor: inhibitors of human mutant IDH1 R132H | IDH1-R132H enzyme, NADPH consumption, diaphorase/resazurin fluorescence | Potency, µM (doses to about 76.6 µM), without a hit: at the highest dose activity change, negative = inhibition, actives largely listed as inhibitors | actives 0.093% (n = 390,000); note: potency is the fitted concentration of half-maximal effect; % is set by controls: 0 for no effect and ±100 for the full control effect; nearly all actives have a fitted effect of over 65% in size
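IDH1-R132H (0.5 ug/mL dispensed) in pH 7.5 Tris buffer was preincubated 30 min with compound, then given a substrate mix of 0.016 mM NADPH and 2 mM alpha-KG for 80 min at room temperature; remaining NADPH was read by diaphorase/resazurin fluorescence.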
TrxR1 substrate: is turned over as a substrate by rat TrxR1. O89049. purified TrxR1 substrate turnover, NADPH consumption readout. Potency, µM (doses to about 114 µM), for inactives: top-dose activity change, negative = substrate turnover. actives 0.01% (n = 390,000). AID 588456; note: potency is the fitted concentration of half-maximal effect; % is set by controls: 0 for no effect and ±100 for the full control effect; nearly all actives have a fitted effect of over 50% in size
Target sequence (O89049 whole entry, looked up): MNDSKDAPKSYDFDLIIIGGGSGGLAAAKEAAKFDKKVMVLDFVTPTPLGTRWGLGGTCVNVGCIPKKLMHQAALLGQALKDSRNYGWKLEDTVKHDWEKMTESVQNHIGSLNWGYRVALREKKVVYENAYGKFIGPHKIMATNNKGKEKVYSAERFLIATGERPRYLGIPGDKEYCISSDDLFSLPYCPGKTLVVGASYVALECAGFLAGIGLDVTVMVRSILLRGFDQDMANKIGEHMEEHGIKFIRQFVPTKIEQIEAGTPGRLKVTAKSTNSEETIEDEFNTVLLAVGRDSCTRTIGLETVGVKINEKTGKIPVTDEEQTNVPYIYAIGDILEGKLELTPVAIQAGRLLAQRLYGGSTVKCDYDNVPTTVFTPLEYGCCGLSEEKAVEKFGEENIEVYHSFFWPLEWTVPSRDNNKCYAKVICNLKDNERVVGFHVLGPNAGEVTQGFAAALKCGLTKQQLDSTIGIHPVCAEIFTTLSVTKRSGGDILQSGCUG
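Rat TrxR1, dispensed at 90 nM, was prereduced with 400 uM NADPH (final) for 5 min at ~22 deg C, then incubated with compound 15 min before 400 uM selenite. A first-read NADPH fluorescence drop versus no-compound background flagged substrates.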
PI4K2A inh: blocks human PI4K2A kinase activity; Q9BTU6; purified PI4K2A, ADP-Glo luminescence, 1 h; hits give low values; activity change, negative = inhibition, % at 76.9 µM; actives 0.13% (n = 420,000); AID 1346378; in the data active = activity change below about -50%; inconclusive = mostly about -30% to -49%;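 note: -100% = wells without enzyme as full effect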
Target sequence (Q9BTU6 whole entry, looked up): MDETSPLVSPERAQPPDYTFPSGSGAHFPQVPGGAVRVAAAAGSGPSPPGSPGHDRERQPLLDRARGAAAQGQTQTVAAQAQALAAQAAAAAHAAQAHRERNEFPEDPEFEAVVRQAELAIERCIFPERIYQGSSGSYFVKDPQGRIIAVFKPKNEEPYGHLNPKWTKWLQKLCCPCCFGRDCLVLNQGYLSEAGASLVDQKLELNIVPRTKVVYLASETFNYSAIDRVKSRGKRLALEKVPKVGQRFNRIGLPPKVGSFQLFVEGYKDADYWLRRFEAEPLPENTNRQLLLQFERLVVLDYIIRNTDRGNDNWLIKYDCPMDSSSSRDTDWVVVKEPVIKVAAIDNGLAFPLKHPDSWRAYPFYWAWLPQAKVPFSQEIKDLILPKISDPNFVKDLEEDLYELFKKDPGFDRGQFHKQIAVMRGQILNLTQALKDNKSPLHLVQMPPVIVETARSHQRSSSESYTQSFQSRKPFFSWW
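ADP-Glo luminescence measured ADP generated by PI4K2A enzyme (4 ug/mL before mixing) with 1.2 mM PI substrate (pre-mix) and 300 microM ATP (pre-mix). Tris pH7.5 buffer with MgCl2, Triton X-100; 1 h reaction at ambient temperature.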
Starred values were filed as active, the others as inactive; ? = inconclusive; . = no result given; & = joins results of further samples; [ ] = dose if it differs, or a comment. Unless noted, calls come from the whole dose curve; as a rule, active = well fitted curve in the direction sought with a large enough effect; inconclusive = small, poorly fitted or top-dose-only effect, or another doubt; inactive = no such curve, though single readings can be large; an effect the other way counts as inactive or inconclusive. The list is partial (hit frequency here may not be typical).

SMILES	GRP78 ERSR act	Vif-A3G inh	RXFP1 ag	USP1-UAF1 inh	Vif-A3F inh	LDHA block	mIDH1 inhibitor	TrxR1 substrate	PI4K2A inh
OCc1nc2ccccc2n1CC(O)Cn1ccc2ccccc21 (configuration not stated)	2.2%	-2.1%	-0.4%	-17.3%	-3.2%	-0.2	0.9%	6.2%[57.1 µM]	2.4
CCCCOc1ccc(C(=O)NCC(=O)NC2CCCCC2)cc1	-0.8%	0.4%	0.3%	-11.2%	0.4%	-17.9	0.0%	-2.3%	0.9
COc1cccc(C2CC(c3cccs3)Nc3ncnn32)c1 (configuration not stated)	-2.7%	-0.4%	-1.0%	0.5%	0.3%	1.5	0.2%	-4.2%	29.5
COc1ccc(OC)c2c(C)cc(NCCN3CCOCC3)nc12	-4.2%	1.2%	0.9%	-8.2%	-7.4%	13.4	5.9%	22.3%	1.4
CSCCC1COC(c2cccs2)=N1 (configuration not stated)	5.0%	1.4%	0.1%	-12.7%	14.9%	-3.7	5.7%	2.7%[57.1 µM]	1.4
CCOc1ccc(CNC(=O)C2CCCN(c3nc4c(C)cc(C)cc4s3)C2)cc1 (configuration not stated)	-0.9%	0.8%	0.6%	-0.9%	0.1%	1.8	0.0%	1.9%	-14.5
Cc1ccccc1-n1nc(C)c2cc(C(=O)N3CCN(S(=O)(=O)c4ccccc4)CC3)sc21	-5.1%	-7.0%	-1.2%	-8.3%	-10.7%	-1.9	4.1%	-2.8%	3.7
COc1ccccc1Nc1nc(Cl)nc(Nc2ccccc2OC)n1	-3.8%	3.8%	-1.1%	-20.6%	-50.1%	-2.3	-0.3%	8.5%[57.1 µM]	-1.5
CC(C)NC(=O)OCc1c(COC(=O)NC(C)C)c([N+](=O)[O-])n2c1CCC2	2.5%	-1.3%	.	.	.	-1.5	.	.	-2.3
COc1ccc(CN2C(=O)N(c3ccc(OC)cc3)C(=O)C2CC(=O)Nc2ccccc2)cc1 (configuration not stated)	-5.4%	-1.8%	3.6%	-12.3%	-14.1%	-5.1	2.0%	-2.7%	-0.2
CN1CCN(C(=O)CCCOc2cc(=O)n(C)c3ccccc23)CC1	-2.9%	1.8%	3.4%	-1.7%	-2.4%	-17.3	11.6%	15.0%	0.2
C[C@@H](C[C@@H](O)[C@H](O)C(C)(C)O)[C@@H]1CC[C@]2(C)C3=CC[C@H]4C(C)(C)C(=O)CC[C@]4(C)[C@H]3CC[C@@]12C	-6.8%	-20.7%	4.8%	-30.1%	0.8%	-2.4	-1.4%	1.7%	2.8
CC(OC(=O)CNC(=O)C12CC3CC(CC(C3)C1)C2)C(=O)Nc1ccc(S(N)(=O)=O)cc1 (configuration not stated)	-4.9%	3.7%	3.9%	-17.1%	6.6%	-4.2	-0.4%	9.5%[57.1 µM]	-5.7
CCN(C[C@H]1N[C@@](Cc2ccccc2)(C(=O)OC)[C@H]2C(=O)N(Cc3ccccc3)C(=O)[C@@H]12)S(=O)(=O)c1ccc(C(F)(F)F)cc1	-3.3%	-5.3%	.	?	3.5%	-1.1	3.3%	-9.5%	0.4
CN(C(=O)c1ccccc1OC1CCN(S(C)(=O)=O)CC1)C1CCOC1 (configuration not stated)	-4.2%	-3.5%	1.2%	-15.1%	1.8%	-5.8	0.0%	-1.0%	5.5
CN(C)S(=O)(=O)N(CC(=O)NCCSCc1ccccc1)c1ccccc1	-2.2%&2.3%	4.7%&-1.1%	2.8%&0.6%	-2.3%&-17.5%	-12.0%&-1.8%	-7.2&-8.7	3.5%&-7.1%	-1.3%[57.1 µM]	-4.2&1.6
CN(CC(=O)Nc1ccc(F)c(F)c1F)C(=O)/C=C/c1ccc(Cl)cc1	-4.1%	-0.2%	0.0%	-10.3%	0.5%	-4.6	-1.8%	-0.9%	0.5
C[C@@H]1CN([C@@H](C)CO)C(=O)c2cc(C#CC(C)(C)O)cnc2O[C@@H]1CN(C)C(=O)c1ccccc1F	-2.8%	-0.6%	.	-25.7%	0.6%	-5.2	-2.6%	.	1.1
Cc1ccccc1CN1C(=O)c2ccccc2S(=O)c2ccc(C(=O)NCCCN3CCOCC3)cc21 (configuration not stated)	-0.9%	6.2%	-3.0%	-15.2%	-9.1%	-3.8	-2.8%	-0.5%	2.3
O=C(Nc1ccc(Br)cc1)c1cc(-c2cccs2)nc2ccccc12	0.6%	-17.5%	-0.4%	?	-21.3%	-2.7	-2.7%	20.4%	2.5
CN(C)/C=C1\N=C(c2ccccc2)OC1=O	0.8%	1.4%	3.0%	-8.6%	0.6%	-14.0	-7.2%	-23.6%	-2.0
C=CCn1c(SCC(=O)Nc2cc(C)on2)nnc1-c1ccccc1OC	-2.9%	0.5%	.	-11.1%	-6.0%	-12.5	0.9%	-4.6%	-6.3
COc1cccc(CC(=O)Nc2ccc(N3CCOCC3)c(S(=O)(=O)Nc3ccccc3OC)c2)c1	-0.3%	-4.4%	.	1.6%	2.7%	4.4	2.1%	-7.4%	-6.5
Cc1cccc(N2CCN(C(=O)CCCOc3ccccc3)CC2)c1C	-5.0%	0.4%	-0.5%	?	.	3.8	12.5%	3.3%	-4.6

Entries of single compounds from above. Order of values: GRP78 ERSR act	Vif-A3G inh	RXFP1 ag	USP1-UAF1 inh	Vif-A3F inh	LDHA block	mIDH1 inhibitor	TrxR1 substrate	PI4K2A inh
Cc1ccccc1CN1C(=O)c2ccccc2S(=O)c2ccc(C(=O)NCCCN3CCOCC3)cc21 (configuration not stated) reads -0.9%	6.2%	-3.0%	-15.2%	-9.1%	-3.8	-2.8%	-0.5%	2.3
C=CCn1c(SCC(=O)Nc2cc(C)on2)nnc1-c1ccccc1OC reads -2.9%	0.5%	.	-11.1%	-6.0%	-12.5	0.9%	-4.6%	-6.3

Following part:
SMILES	GRP78 ERSR act	Vif-A3G inh	RXFP1 ag	USP1-UAF1 inh	Vif-A3F inh	LDHA block	mIDH1 inhibitor	TrxR1 substrate	PI4K2A inh
Cc1cn(CC(=O)NCc2ccc3c(c2)OCO3)c(=O)[nH]c1=O	1.4%	0.4%	.	-5.8%	-1.2%	-5.2	-13.2%	-1.0%	-2.5
CC(=O)Nc1ccc(N2C(=O)CC(Sc3nc(C)cc(C)n3)C2=O)cc1 (configuration not stated)	-1.1%	3.2%	21.2%	-4.8%	-6.6%	-0.1	0.0%	13.1%[57.1 µM]	6.6
O=C(CSc1ncn[nH]1)c1cccc([N+](=O)[O-])c1	-1.5%	-3.3%	0.5%	-7.3%	-18.2%	-11.2	9.9%	8.9%[57.1 µM]	4.5
COc1ccc2c(c1)c1c(c(=O)n(Cc3ccccc3)c(=O)n1CC(=O)Nc1ccc(C)cc1C)n2C	-2.4%	-6.5%	0.5%	-15.5%	-6.1%	-0.6	12.7%	9.1%	-1.3
CCOc1ccc(N2C(=O)CC(Cc3ccccc3OC)C2=O)cc1 (configuration not stated)	-3.0%	0.3%	0.4%	-19.9%	1.9%	-8.6	3.2%	8.9%[57.1 µM]	-7.9
N#Cc1ccccc1NC(=O)c1ccc2c(c1)OCCO2	-0.1%	0.9%	-0.1%	-9.7%	12.0%	-8.3	9.1%	3.4%[57.1 µM]	1.4
Cn1ccnc1SCC(=O)Nc1ccc(SC(F)F)cc1	1.4%	4.2%	.	-24.2%	0.1%	-1.7	-7.7%	-0.2%	-1.7
COc1ccc(NC(=S)N2CCN(C(c3ccccc3)c3ccccc3)CC2)c(OC)c1	-2.6%	0.8%	0.3%	-17.9%	8.1%	-6.8	-0.8%	5.5%[57.1 µM]	0.8
Cc1ccc(OC(C)C(=O)Nc2ccc3c(c2)n(C)c(=O)n3C)cc1C (configuration not stated)	-5.5%	-1.0%	-1.0%	-6.3%	-3.2%	-5.7	-2.2%	1.1%	-5.1
COC(=O)c1ccccc1NC(=O)/C=C/c1ccco1	2.4%	-10.4%	-2.0%	-0.8%	-17.1%	-4.9	6.0%	-16.7%	0.5
Cc1ccc(OCCCCN2CCCCC2)c(C)c1	3.6%	-6.9%	-0.1%	-1.5%	-6.9%	-7.3	1.4%	0.4%	0.3
O=C(NC1CCCCC1)c1cc(S(=O)(=O)N2CCOCC2)ccc1Cl	1.7%	0.1%	1.4%	2.6%	2.9%	1.9	2.2%	-5.7%[57.1 µM]	0.7
Cn1nc(-c2ccccc2)c(-c2nc(-c3ccc(Cl)cc3)no2)c1Cl	-8.4%	4.7%	-1.0%	-12.2%	-5.5%	0.4	1.3%	-4.5%	2.3
O=C(CSc1nnc2scc(-c3ccccc3)n12)NCc1ccco1	-2.0%	2.1%	1.4%	-1.8%	4.1%	-12.6	-5.8%	2.0%	-0.5
O=C(Nc1cccnc1)c1ccc(Cl)cc1[N+](=O)[O-]	-3.1%	-0.1%	-1.2%	-26.0%	-1.3%	-3.0	3.2%	3.7%[57.1 µM]	0.9
CCCS(=O)(=O)N1CCN=C1SCc1ccc(F)cc1	-0.8%	-4.9%	0.7%	-12.3%	9.9%	0.1	2.5%	-2.7%	10.8
